NSD2 inh: blocks human NSD2 histone methyltransferase activity; hit rate 0.07% among 44,000; O96028; NSD2-SET H3K36me1 DELFIA fluorescence, biochemical; inhibition, % at 12.5 µM; in the data active = inhibition above about 54%, passing the limit was not always enough; inconclusive = no clear call, values can overlap the other calls;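 note: inhibitors reduce the monomethyl H3K36 fluorescence signal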
Target sequence (O96028 whole entry, looked up): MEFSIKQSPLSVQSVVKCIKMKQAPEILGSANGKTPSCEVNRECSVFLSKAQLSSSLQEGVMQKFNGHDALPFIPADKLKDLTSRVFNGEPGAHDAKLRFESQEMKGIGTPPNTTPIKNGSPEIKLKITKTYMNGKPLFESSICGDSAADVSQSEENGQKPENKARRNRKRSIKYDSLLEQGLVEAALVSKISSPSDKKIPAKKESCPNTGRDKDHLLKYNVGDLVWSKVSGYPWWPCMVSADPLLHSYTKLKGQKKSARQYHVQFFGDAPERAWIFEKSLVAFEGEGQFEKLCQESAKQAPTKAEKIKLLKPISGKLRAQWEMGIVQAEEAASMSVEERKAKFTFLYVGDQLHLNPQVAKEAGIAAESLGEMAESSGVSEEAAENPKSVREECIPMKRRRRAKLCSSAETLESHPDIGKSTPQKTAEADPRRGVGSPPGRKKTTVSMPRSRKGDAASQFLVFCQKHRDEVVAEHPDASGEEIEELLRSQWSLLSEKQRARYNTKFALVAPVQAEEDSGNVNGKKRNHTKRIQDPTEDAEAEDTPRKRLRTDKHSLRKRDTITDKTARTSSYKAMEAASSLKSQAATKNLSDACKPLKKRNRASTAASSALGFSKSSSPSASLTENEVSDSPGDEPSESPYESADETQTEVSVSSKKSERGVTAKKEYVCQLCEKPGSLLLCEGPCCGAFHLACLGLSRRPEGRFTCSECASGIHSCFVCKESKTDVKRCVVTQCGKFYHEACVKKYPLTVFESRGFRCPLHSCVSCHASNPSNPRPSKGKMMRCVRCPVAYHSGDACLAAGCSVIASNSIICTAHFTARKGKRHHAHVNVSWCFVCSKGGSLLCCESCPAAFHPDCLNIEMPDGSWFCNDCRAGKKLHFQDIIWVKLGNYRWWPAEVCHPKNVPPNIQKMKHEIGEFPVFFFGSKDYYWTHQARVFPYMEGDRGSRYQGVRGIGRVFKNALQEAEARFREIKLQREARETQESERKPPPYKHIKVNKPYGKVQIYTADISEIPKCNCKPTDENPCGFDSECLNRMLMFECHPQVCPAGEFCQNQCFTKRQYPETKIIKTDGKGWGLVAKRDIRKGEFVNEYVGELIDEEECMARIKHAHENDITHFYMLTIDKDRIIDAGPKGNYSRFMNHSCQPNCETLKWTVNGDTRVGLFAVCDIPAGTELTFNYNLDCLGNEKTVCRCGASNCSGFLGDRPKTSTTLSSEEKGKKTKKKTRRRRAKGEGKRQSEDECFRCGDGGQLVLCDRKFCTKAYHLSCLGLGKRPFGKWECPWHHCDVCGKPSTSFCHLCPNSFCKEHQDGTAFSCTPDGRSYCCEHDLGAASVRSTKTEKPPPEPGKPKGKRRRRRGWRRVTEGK
Numbers without * were called inactive.

How did C[C@H](CO)N1C[C@H](C)[C@H](CN(C)Cc2ccc3c(c2)OCO3)Oc2ccc(NC(=O)Nc3ccc4c(c3)OCO4)cc2CC1=O do in these assays?
NSD2 inh: 6

How did C[C@H](CO)N1C[C@H](C)[C@H](CN(C)S(=O)(=O)c2cccs2)Oc2ccc(NC(=O)Cc3ccccc3)cc2C1=O do in these assays?
NSD2 inh: -7

Results for COc1ccccc1NC(=O)N[C@@H]1CC[C@H](CC(=O)NCc2ccc(Cl)c(Cl)c2)O[C@H]1CO ?
NSD2 inh: 1

What do the screens show for `C[C@H](CO)N1C[C@H](C)[C@H](CN(C)C)Oc2ccc(NC(=O)C3CC3)cc2C1=O`?
NSD2 inh: 4

Results for O=C(NCc1ccc(F)cc1)[C@H]1C[C@H]2C(=O)N[C@@H](Cc3ccccc3)C(=O)N2[C@H]1c1cccc(OCCO)c1 ?
NSD2 inh: 2

What do the screens show for `COCC#Cc1ccc2c(c1)O[C@@H](CN(C)Cc1cccnc1)[C@H](C)CN([C@H](C)CO)S2(=O)=O`?
NSD2 inh: 0

How did C[C@H]1CN([C@@H](C)CO)C(=O)c2cc(NC(=O)Nc3ccc4c(c3)OCO4)ccc2O[C@@H]1CN(C)Cc1ccc(-c2ccccc2)cc1 do in these assays?
NSD2 inh: 1

Results for CC(C)CC#Cc1ccc2c(c1)O[C@@H](CN(C)Cc1cccnc1)[C@@H](C)CN([C@@H](C)CO)S2(=O)=O ?
NSD2 inh: -4

What do the screens show for `C[C@@H]1CN([C@@H](C)CO)C(=O)c2cc(C3=CCCC3)cnc2O[C@H]1CN(C)C(=O)Nc1ccc(F)cc1`?
NSD2 inh: -1

What do the screens show for `C[C@@H]1CN([C@@H](C)CO)C(=O)Cc2cc(NC(=O)Nc3ccccc3)ccc2O[C@H]1CN(C)C(=O)Nc1cccc2ccccc12`?
NSD2 inh: 2

Results for C[C@@H]1CN([C@H](C)CO)C(=O)Cc2cc(NS(=O)(=O)c3ccc(F)cc3)ccc2O[C@@H]1CN(C)CC1CC1 ?
NSD2 inh: 0

What do the screens show for `CNC[C@@H]1Oc2ccc(NC(=O)CCCN(C)C)cc2C(=O)N([C@@H](C)CO)C[C@@H]1C`?
NSD2 inh: 33

Results for CNC[C@H]1Oc2ccc(NC(=O)c3ccncc3)cc2CC(=O)N([C@@H](C)CO)C[C@@H]1C ?
NSD2 inh: -1

How did COC(=O)CCCCCCC(=O)Nc1ccc(C2OC(CSc3ccccn3)CC(c3ccccc3)O2)cc1 (stereo not drawn) do in these assays?
NSD2 inh: -3

How did Cc1noc(C)c1NC(=O)Nc1ccc2c(c1)C(=O)N([C@@H](C)CO)C[C@@H](C)[C@H](CN(C)S(=O)(=O)c1ccccc1)O2 do in these assays?
NSD2 inh: 5

Brought forward from above: five compounds, then new ones.
Results for C[C@@H]1CN([C@H](C)CO)C(=O)Cc2cc(NS(=O)(=O)c3ccc(F)cc3)ccc2O[C@@H]1CN(C)CC1CC1 ?
NSD2 inh: 0

What do the screens show for `CNC[C@@H]1Oc2ccc(NC(=O)CCCN(C)C)cc2C(=O)N([C@@H](C)CO)C[C@@H]1C`?
NSD2 inh: 33

Results for CNC[C@H]1Oc2ccc(NC(=O)c3ccncc3)cc2CC(=O)N([C@@H](C)CO)C[C@@H]1C ?
NSD2 inh: -1

How did COC(=O)CCCCCCC(=O)Nc1ccc(C2OC(CSc3ccccn3)CC(c3ccccc3)O2)cc1 (stereo not drawn) do in these assays?
NSD2 inh: -3

How did Cc1noc(C)c1NC(=O)Nc1ccc2c(c1)C(=O)N([C@@H](C)CO)C[C@@H](C)[C@H](CN(C)S(=O)(=O)c1ccccc1)O2 do in these assays?
NSD2 inh: 5

How did COCC#Cc1cnc2c(c1)C(=O)N([C@@H](C)CO)C[C@H](C)[C@@H](CN(C)C(=O)c1cccc(F)c1)O2 do in these assays?
NSD2 inh: 6

Results for FC(F)(F)c1cc(CO[C@H]2CCCN[C@H]2c2ccccc2)cc(C(F)(F)F)c1 ?
NSD2 inh: 21

Results for C[C@@H]1CN([C@@H](C)CO)C(=O)c2cccc(NC(=O)NC3CCCCC3)c2O[C@H]1CN(C)S(C)(=O)=O ?
NSD2 inh: -2

What do the screens show for `C[C@@H]1CCCCO[C@@H](CN(C)Cc2ccc(C(F)(F)F)cc2)[C@H](C)CN([C@H](C)CO)C(=O)c2cc(NC(=O)CCC(F)(F)F)ccc2O1`?
NSD2 inh: 3

How did C[C@H](CO)N1C[C@H](C)[C@H](CN(C)S(=O)(=O)c2cccs2)Oc2ccc(NS(=O)(=O)c3cccs3)cc2C1=O do in these assays?
NSD2 inh: 3

How did C[C@@H]1CN([C@@H](C)CO)C(=O)c2cccc(NS(=O)(=O)c3cn(C)cn3)c2O[C@H]1CN(C)Cc1ccc2c(c1)OCO2 do in these assays?
NSD2 inh: -3

What do the screens show for `CC(C)CC#Cc1ccc2c(c1)O[C@H](CN(C)S(=O)(=O)c1ccc(F)cc1)[C@H](C)CN([C@@H](C)CO)S2(=O)=O`?
NSD2 inh: 0

Results for CC1SC2(CCCCC2)N(c2ccc(Cl)cc2)C1=O (stereo not drawn) ?
NSD2 inh: 6

How did CC(C)NC(=O)Nc1ccc2c(c1)C(=O)N([C@H](C)CO)C[C@@H](C)[C@@H](CN(C)S(=O)(=O)c1ccc(F)cc1)O2 do in these assays?
NSD2 inh: -2

What do the screens show for `CCCNC(=O)N(C)C[C@H]1Oc2cc(C#CC(C)(C)O)ccc2S(=O)(=O)N([C@H](C)CO)C[C@H]1C`?
NSD2 inh: -2

Results for C[C@@H]1CN([C@H](C)CO)C(=O)c2cc(-c3cccc(F)c3)cnc2O[C@H]1CN(C)Cc1cccnc1 ?
NSD2 inh: -5

Results for CNC[C@H]1Oc2c(NS(=O)(=O)c3cn(C)cn3)cccc2C(=O)N([C@@H](C)CO)C[C@@H]1C ?
NSD2 inh: 1

How did C[C@H](CO)N1C[C@H](C)[C@@H](CN(C)C(=O)Nc2ccccc2)OCCCC[C@H](C)Oc2ccc(NC(=O)c3ccncc3)cc2C1=O do in these assays?
NSD2 inh: -5

What do the screens show for `COc1ccc(NC(=O)N(C)C[C@H]2Oc3c(NS(=O)(=O)c4cccs4)cccc3C(=O)N([C@H](C)CO)C[C@@H]2C)cc1`?
NSD2 inh: -2

Results for O=C(NO)c1cccc(C(=O)N/N=C/c2cc3ccccc3n2S(=O)(=O)c2ccccc2)c1 ?
NSD2 inh: inconclusive

Of the compounds above, 2 contain a Cl atom:
Results for COc1ccccc1NC(=O)N[C@@H]1CC[C@H](CC(=O)NCc2ccc(Cl)c(Cl)c2)O[C@H]1CO ?
NSD2 inh: 1

Results for CC1SC2(CCCCC2)N(c2ccc(Cl)cc2)C1=O (stereo not drawn) ?
NSD2 inh: 6

(more compounds)
How did C[C@H]1CN([C@@H](C)CO)C(=O)c2cc(NC(=O)Nc3cccc4ccccc34)ccc2O[C@H]1CN(C)S(=O)(=O)c1ccc(F)cc1 do in these assays?
NSD2 inh: -6

What do the screens show for `COc1ccc(NC(=O)N(C)C[C@@H]2OCCCC[C@@H](C)Oc3ccc(NC(=O)Nc4ccccc4)cc3C(=O)N([C@@H](C)CO)C[C@@H]2C)cc1`?
NSD2 inh: -2

What do the screens show for `C[C@H](NC(=O)C[C@@H]1C[C@H]2c3cc(NC(=O)C4CCOCC4)ccc3O[C@H]2[C@H](CO)O1)c1ccccc1`?
NSD2 inh: -1

Results for O=C(C[C@@H]1C=C[C@H](NC(=O)Cc2ccccn2)[C@@H](CO)O1)NCCCN1CCOCC1 ?
NSD2 inh: 1

How did C[C@@H]1CN([C@@H](C)CO)C(=O)Cc2cc(NC(=O)Cc3ccccc3)ccc2O[C@H]1CN(C)S(C)(=O)=O do in these assays?
NSD2 inh: -1

Results for C[C@H]1CN([C@@H](C)CO)C(=O)c2cccc(N(C)C)c2O[C@H]1CN(C)Cc1ccc(C(F)(F)F)cc1 ?
NSD2 inh: -5

What do the screens show for `COc1cccc2c1C(c1ccc3c(c1O)C(=O)CC(C)C3O)OC2=O` (stereo not drawn)?
NSD2 inh: -1

What do the screens show for `C[C@@H]1CN([C@@H](C)CO)C(=O)c2cc(NC(=O)Cc3ccccc3)ccc2O[C@@H]1CN(C)S(=O)(=O)c1cccs1`?
NSD2 inh: 0

How did C[C@@H]1CN([C@H](C)CO)C(=O)Cc2cc(N(C)C)ccc2O[C@H]1CN(C)C(=O)Nc1ccccc1 do in these assays?
NSD2 inh: -4

How did C[C@H]1CN([C@@H](C)CO)C(=O)c2cc(NS(=O)(=O)c3ccc(Cl)cc3)ccc2O[C@H]1CN(C)S(=O)(=O)c1ccccc1 do in these assays?
NSD2 inh: 2

How did CC(C)NC(=O)Nc1ccc2c(c1)C(=O)N([C@@H](C)CO)C[C@@H](C)[C@@H](CN(C)S(=O)(=O)c1ccccc1)OCCCC[C@@H](C)O2 do in these assays?
NSD2 inh: 0

Results for CC1=COC(O[C@@H]2O[C@H](CO)[C@@H](O)[C@H](O)[C@H]2O)C2C1CC(O)C2CO (stereo partly drawn) ?
NSD2 inh: 8

How did O=C(CCCCC(=O)N/N=C/c1ccccc1[N+](=O)[O-])NO do in these assays?
NSD2 inh: -4

How did C[C@H]1CN([C@@H](C)CO)C(=O)Cc2cc(NS(=O)(=O)c3cn(C)cn3)ccc2O[C@@H]1CN(C)CC1CCCCC1 do in these assays?
NSD2 inh: -2

How did C[C@H](CO)N1C[C@H](C)[C@@H](CN(C)Cc2ccc(-c3ccccc3)cc2)Oc2c(NC(=O)Nc3ccc(C(F)(F)F)cc3)cccc2C1=O do in these assays?
NSD2 inh: -5

What do the screens show for `CNC[C@@H]1OCCCC[C@@H](C)Oc2ccc(NS(=O)(=O)c3ccccc3)cc2C(=O)N([C@H](C)CO)C[C@H]1C`?
NSD2 inh: -23

Results for C[C@@H]1CCCCO[C@H](CN(C)C(=O)CCC(F)(F)F)[C@H](C)CN([C@@H](C)CO)C(=O)c2cc(NC(=O)CCC(F)(F)F)ccc2O1 ?
NSD2 inh: 0

How did O=C(c1c(O)c2ccc(Cl)cc2[nH]c1=O)C1CC1 do in these assays?
NSD2 inh: 2

How did C[C@@H]1CN([C@H](C)CO)C(=O)c2cc(C#CCN(C)C)cnc2O[C@H]1CN(C)C(=O)c1cccc(F)c1 do in these assays?
NSD2 inh: -3

How did C[C@H](CO)N1C[C@H](C)[C@H](CN(C)S(=O)(=O)c2ccc(Cl)cc2)Oc2ccc(NC(=O)Cn3cnnn3)cc2C1=O do in these assays?
NSD2 inh: 7

What do the screens show for `CC(C)C#Cc1ccc2c(c1)O[C@H](CN(C)C(=O)c1cccc(F)c1)[C@@H](C)CN([C@H](C)CO)S2(=O)=O`?
NSD2 inh: 0

Results for C[C@H](CO)N1C[C@H](C)[C@H](CN(C)Cc2ccc(Oc3ccccc3)cc2)Oc2c(NC(=O)Nc3cccc4ccccc34)cccc2C1=O ?
NSD2 inh: 0

Results for C[C@@H]1CN([C@@H](C)CO)C(=O)Cc2cc(NC(=O)NC3CCCCC3)ccc2O[C@@H]1CN(C)S(C)(=O)=O ?
NSD2 inh: 3

How did C[C@H](CO)N1C[C@H](C)[C@H](CN(C)Cc2ccccc2)Oc2cc(C#Cc3ccccn3)ccc2S1(=O)=O do in these assays?
NSD2 inh: 7

How did COCC(=O)N(C)C[C@@H]1Oc2ncc(Br)cc2C(=O)N([C@@H](C)CO)C[C@@H]1C do in these assays?
NSD2 inh: 2

What do the screens show for `COc1ccccc1-c1ccc2c(c1)O[C@H](CN(C)S(=O)(=O)c1ccc(C)cc1)[C@@H](C)CN([C@@H](C)CO)S2(=O)=O`?
NSD2 inh: 4

How did C[C@@H]1CN([C@@H](C)CO)C(=O)c2cccc(NC(=O)NC3CCCCC3)c2O[C@H]1CN(C)C(=O)Nc1ccc2c(c1)OCO2 do in these assays?
NSD2 inh: 2

Results for COC(=O)C[C@H]1C[C@H]2c3cc(NS(=O)(=O)c4ccc(OC)cc4)ccc3O[C@H]2[C@@H](CO)O1 ?
NSD2 inh: -3

What do the screens show for `C[C@@H]1CCCCO[C@@H](CN(C)Cc2ccc(Cl)c(Cl)c2)[C@@H](C)CN([C@H](C)CO)C(=O)c2cc(NC(=O)CCCN(C)C)ccc2O1`?
NSD2 inh: 15

How did C[C@H]1CN([C@@H](C)CO)C(=O)c2c(c3ccccc3n2C)-c2ccccc2CO[C@H]1CN(C)S(=O)(=O)CC(F)(F)F do in these assays?
NSD2 inh: 0

Results for C[C@H](CO)N1C[C@H](C)[C@H](CN(C)C(=O)Nc2cccc3ccccc23)OCCCC[C@H](C)Oc2ccc(NS(=O)(=O)c3cn(C)cn3)cc2C1=O ?
NSD2 inh: 1

Results for COc1ccc(NC(=O)Nc2ccc3c(c2)CC(=O)N([C@H](C)CO)C[C@@H](C)[C@H](CN(C)Cc2ccc(Cl)c(Cl)c2)O3)cc1 ?
NSD2 inh: -6

Results for CCC(=O)N(C)C[C@@H]1Oc2ncc(C#Cc3ccncc3)cc2C(=O)N([C@H](C)CO)C[C@H]1C ?
NSD2 inh: 0

What do the screens show for `CNC[C@H]1Oc2ccc(NS(=O)(=O)c3c(C)noc3C)cc2C(=O)N([C@H](C)CO)C[C@H]1C`?
NSD2 inh: 1

What do the screens show for `C[C@@H]1CN([C@@H](C)CO)C(=O)Cc2cc(NC(=O)Nc3ccc(C(F)(F)F)cc3)ccc2O[C@@H]1CN(C)Cc1ccc(C(=O)Nc2ccccc2N)cc1`?
NSD2 inh: -13

What do the screens show for `C[C@H](CO)N1C[C@H](C)[C@@H](CN(C)Cc2ccc(C(F)(F)F)cc2)Oc2ccc(NC(=O)NC3CCCCC3)cc2C1=O`?
NSD2 inh: -4

What do the screens show for `C[C@H]1CN([C@@H](C)CO)C(=O)c2cc(NS(=O)(=O)c3ccc(F)cc3)ccc2O[C@H]1CN(C)CC1CCCCC1`?
NSD2 inh: 2

How did C[C@H](CO)N1C[C@H](C)[C@H](CN(C)S(=O)(=O)c2ccsc2)OCc2ccccc2-c2ccccc2C1=O do in these assays?
NSD2 inh: 7

What do the screens show for `COc1ccc(CN(C)C[C@H]2Oc3c(NS(=O)(=O)c4ccc(OC)cc4)cccc3C(=O)N([C@@H](C)CO)C[C@@H]2C)cc1`?
NSD2 inh: 10

What do the screens show for `Cc1noc(C)c1S(=O)(=O)Nc1cccc2c1O[C@@H](CN(C)Cc1ccc(-c3ccccc3)cc1)[C@@H](C)CN([C@@H](C)CO)C2=O`?
NSD2 inh: 3

Screening results as filed in PubChem.

This is a subset. The share of hits here may be higher or lower than overall.
